Bioassay records from PubChem BioAssay.
CatS block – inhibitors of human cathepsin S, biochemical, compound mixtures | P25774 | recombinant cathepsin S, AMC dipeptide fluorescence, pooled mixtures | inhibition, %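 (tested at 5 µM per compound within 10-compound mixtures)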 | 0.06% of 62,000 active; in the data active means inhibition above about 32%, passing the limit was not always enough;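 further: 0% = enzyme without compound and 100% = blank without enzyme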
JNK3 inh – JNK3 kinase activity inhibitors, primary screen, biochemical, human, purified enzyme | inhibition, % at 8 µM | 0.61% of 60,000 active | AID 746, 2007 | HTS | Mitogen-activated protein kinase 10 (Homo sapiens), P53779; in the data active means inhibition above about 17%;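 further: 0% = DMSO and 100% = reference inhibitor; many of its hits are not listed in these tables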
FXIIa mix inh – human factor XIIa inhibitors, primary screen, biochemical, pooled compound mixtures, fluorogenic substrate; Coagulation factor XII (Homo sapiens), P00748; purified FXIIa; inhibition, % at 5 µM; 0.2% of 62,000 active; AID 684, 2007;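 further: 0% = enzyme without compound and 100% = no enzyme blank; some results filed as inactive read as strong as hits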
ROCK2 inh – inhibitors of human ROCK2 kinase, primary screen, biochemical, high-throughput, luminescence; inhibition, % at 6 µM; 0.35% of 60,000 active; AID 604, 2007; purified ROCK2, Kinase-Glo ATP depletion luminescence; Rho-associated protein kinase 2 (Homo sapiens), O75116;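 active means inhibition above the screen-wide mean inhibition plus 3 SD, cut at about 18% in these data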;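 further: plate controls were DMSO wells for no effect and Y-27632 control wells after no-enzyme background subtraction for full effect; many of its hits are not listed in these tables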
CatL inh – inhibitors of human cathepsin L, biochemical; purified cathepsin L, fluorogenic substrate, fluorescence; inhibition, %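 (tested at 10 µM)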; 0.17% of 58,000 active; in the data active means inhibition above about 45%;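 further: 0% = enzyme with no compound and 100% = no enzyme blank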
Target sequence (P07711 114-288 limits assumed): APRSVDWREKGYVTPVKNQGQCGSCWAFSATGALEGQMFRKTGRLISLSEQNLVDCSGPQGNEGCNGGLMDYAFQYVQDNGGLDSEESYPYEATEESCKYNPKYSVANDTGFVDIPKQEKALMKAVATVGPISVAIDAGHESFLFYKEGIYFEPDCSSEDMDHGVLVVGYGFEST
Target sequence (P07711 292-333 limits assumed): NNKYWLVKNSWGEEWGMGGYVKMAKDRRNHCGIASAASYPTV
C1s inh – complement C1s protease inhibitors, primary screen, biochemical, 10-compound mixtures; Complement C1s subcomponent (Homo sapiens), P09871; 0.16% of 62,000 active; purified C1s, fluorogenic AMC substrate, pooled mixtures; AID 538, 2006; mean inhibition % of two 10-compound mixtures (hits give high values), % at 5 µM (by protocol);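 active means inhibition above 20% in each of the two 10-compound mixture wells holding the compound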;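 further: 0% = enzyme wells lacking compound mixture and 100% = no-enzyme blank wells; some compounds called inactive have numbers as strong as hits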
FXIa inh mix – FXIa protease inhibitors in compound pools, primary screen, biochemical, 10-compound mixtures. purified FXIa, fluorogenic substrate, pooled mixtures. inhibition, % at 5 µM. Coagulation factor XI (Homo sapiens), P03951. 0.19% of 62,000 active;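 further: each value is inhibition by a whole ten-compound pool holding the compound; 0% = enzyme with no mixture and 100% = wells lacking enzyme; strong numbers were not always called active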
Target sequence (P03951 19-387 limits assumed): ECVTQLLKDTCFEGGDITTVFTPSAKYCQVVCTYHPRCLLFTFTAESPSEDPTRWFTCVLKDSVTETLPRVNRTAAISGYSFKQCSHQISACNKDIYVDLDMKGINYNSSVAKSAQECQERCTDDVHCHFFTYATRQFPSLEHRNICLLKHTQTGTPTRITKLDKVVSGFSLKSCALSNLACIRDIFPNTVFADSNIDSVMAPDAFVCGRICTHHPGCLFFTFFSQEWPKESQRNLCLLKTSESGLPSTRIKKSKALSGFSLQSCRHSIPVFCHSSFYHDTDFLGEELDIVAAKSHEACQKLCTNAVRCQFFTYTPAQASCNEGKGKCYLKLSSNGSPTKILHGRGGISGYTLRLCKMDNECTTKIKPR
Target sequence (P03951 388-625 limits assumed): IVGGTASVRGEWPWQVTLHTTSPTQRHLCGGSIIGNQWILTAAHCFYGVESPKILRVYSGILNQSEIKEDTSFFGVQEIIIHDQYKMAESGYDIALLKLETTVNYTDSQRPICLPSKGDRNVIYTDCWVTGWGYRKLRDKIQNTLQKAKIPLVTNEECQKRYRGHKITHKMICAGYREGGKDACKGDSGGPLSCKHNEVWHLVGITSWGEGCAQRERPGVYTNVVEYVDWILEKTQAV
PKA inh – inhibitors of human PKA kinase activity, primary screen, biochemical, ATP-depletion luminescence, Kemptide substrate. AID 524, 2006. PKA Kemptide phosphorylation, Kinase-Glo ATP luminescence. cAMP-dependent protein kinase catalytic subunit alpha (Homo sapiens), P17612. 0.1% of 65,000 active. inhibition, % at 6 µM;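 active means inhibition above the screen-wide mean inhibition plus 3 SD, cut at about 21% in these data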; further: many of its hits are not listed in these tables
Cathepsin G inh – human cathepsin G inhibitors, primary screen, biochemical, pooled compound mixtures, AMC fluorescence. purified enzyme, AMC-tetrapeptide fluorescence. 0.2% of 62,000 active. AID 581, 2007. P08311. inhibition, % at 5 µM (by protocol);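 active means inhibition above 20% in each of the two mixture wells holding the compound; inactive means inhibition of 20% or less in either well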;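 further: 0% = enzyme control without mixture and 100% = blank lacking enzyme; strong numbers were not always called active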
The depositor's hits bear a star; · = no result given. Unless noted, no stated cut-off is given here; in the data, active means inhibition above about 20% (passing the limit was not always enough); inactive means the rest. An unsorted share of the library; 1.5% or so of the library scored in one or more.

SMILES	CatS block	JNK3 inh	FXIIa mix inh	ROCK2 inh	CatL inh	C1s inh	FXIa inh mix	PKA inh	Cathepsin G inh
Nc1nc(Nc2cccc(F)c2)nc2ccccc12	4	·	2	·	17	12	2	6	14
Nc1c(N2CCCC2)cc(Cl)c2nonc12	15	0	6	2	2	1	0	10	-4
Cc1cc(C)nc(NC(=O)c2c(-c3ccccc3Cl)noc2C)n1	-6	2	-16	1	-9	-25	8	3	8
CCCCNC(=O)c1ccc2nc(-c3ccco3)c(-c3ccco3)nc2c1	1	-1	-1	-2	21	24	6	4	36
CC1CC(C)CN(C(=O)c2cn(C)c3ccc(S(=O)(=O)N(C)C)cc3c2=O)C1 (centres undefined)	1	6	-3	-1	·	7	-2	1	8
COc1ccccc1C(=O)N1CCN(S(=O)(=O)Cc2ccccc2)CC1	1	0	18	5	11	-2	-3	8	-3
CCOC(=O)c1cccc(NC(=O)C2CCCN2S(=O)(=O)c2cccc3cccnc23)c1 (centres undefined)	-7	6	-15	2	-7	14	4	4	9
CCOC(=O)c1cc2ccc(OC)c(OC)c2c(=O)s1	10	5	-1	1	-7	14	3	0	13
Cc1ccccc1-c1nc(CS(=O)(=O)CC(=O)NCCCN2C(C)CCCC2C)c(C)o1 (centres undefined)	-2	-5	-4	0	·	3	8	-2	7
N/C(CSc1nc(-c2ccccc2)c(-c2ccccc2)o1)=N\O	-1	1	-5	2	3	3	5	10	-3
Nc1nonc1-c1noc(-c2ccccc2Br)n1	12	5	8	5	7	19	8	8	17
COc1ccc(-c2noc(CN(C)S(=O)(=O)c3ccc(C)cc3)n2)cc1	8	-3	-17	7	12	13	-8	3	9
COc1ccc2cc(C(c3nnnn3CC3CCCO3)N3CCOCC3)c(=O)[nH]c2c1 (centres undefined)	-4	-7	1	7	-8	3	6	3	-2
COC(=O)c1oc2ccc(Br)cc2c1NC(=O)CCCN1C(=O)c2ccccc2C1=O	-1	4	-16	3	·	-1	5	2	1
Cn1nc(-c2ccc(N3CCCCC3)c(NC(=O)c3ccco3)c2)c2ccccc2c1=O	-4	-5	4	4	-5	10	6	7	8
CC1CCCCN1C(=O)CSc1nc2ccccc2n1CC(=O)N1CCc2ccccc21 (centres undefined)	-6	-4	1	0	-4	-34	-6	8	-6
O=C(CSc1nc2ccccc2s1)N1CCN(C(=O)c2ccco2)CC1	-2	3	4	3	2	1	4	-2	-6
Cc1cc(C)c2cc(CN(Cc3ccco3)C(=O)NCc3ccccc3)c(=O)[nH]c2c1	-2	10	3	-1	·	2	9	-4	-2
COC(=O)c1cc(NC(=O)C23CCC(C)(C(=O)O2)C3(C)C)cc(C(=O)OC)c1 (centres undefined)	14	-2	-7	-2	9	8	2	-3	10
CCc1ccc2[nH]c(=O)c(CN(CCCN3CCOCC3)C(=O)Nc3ccccc3)cc2c1	24	-6	2	1	-3	-16	0	2	-10
N#Cc1ccccc1NC(=O)Nc1cccs1	14	-6	2	-1	16	-11	7	-5	2
O=C(c1ccccc1)c1ccc(C(=O)N2CCN(c3ccc(F)cc3)CC2)o1	-4	-1	8	5	-4	13	7	16	10
CC1(C)Cc2[nH]c(=S)c(C#N)cc2CO1	·	0	·	-4	12	·	·	7	·
O=C(CN1CCN(c2ccccn2)CC1)NCc1cccs1	14	·	-20	·	29	-12	2	7	-7
CC(C)N1C(=O)C2C(c3ccccc3O)NC(C)(C(=O)O)C2C1=O (centres undefined)	8	-1	5	1	24	-62	9	-7	-6
(more compounds)
SMILES	CatS block	JNK3 inh	FXIIa mix inh	ROCK2 inh	CatL inh	C1s inh	FXIa inh mix	PKA inh	Cathepsin G inh
O=C(O)c1ccc2c(c1)NC(=O)C(N1CCCC1)S2 (centres undefined)	4	·	5	·	29	7	11	2	9
COc1cccc(C(=O)NCC2CCN(c3ccc(S(=O)(=O)N4CCOCC4)cc3)CC2)c1	-2	3	-14	-3	-21	1	11	-4	5
CC(C)CCn1nnnc1C(c1ccccc1F)N1CCC(C(N)=O)CC1 (centres undefined)	19	-2	5	-3	-1	-1	7	-3	6
CN1CCN(CC(=O)Nc2ccc(Oc3ccccc3)cc2)CC1	5	0	0	2	14	-46	-3	9	-14
COc1ccc(S(=O)(=O)N2CCN(Cc3cccc(Cl)c3)CC2)cc1	-5	-4	14	3	-7	10	8	8	8
COc1ccc(N2CCN(C(c3ccccc3OC)c3nnnn3Cc3ccco3)CC2)cc1 (centres undefined)	-5	2	3	2	-14	0	5	4	0
O=C(COc1ccccc1)Nc1ccc(-c2nnc(-c3ccco3)o2)cc1	14	1	2	7	-10	-10	5	7	1
CCOc1ccc(-c2noc(=O)[nH]2)cc1	1	-2	-6	7	8	14	8	15	9
O=C(CSc1nnc(-c2ccco2)o1)N1c2ccccc2CCc2ccccc21	0	-1	-9	-2	-1	1	9	-6	3
O=C(COC(=O)c1ccco1)NCC1CCCO1 (centres undefined)	-24	-6	-18	-5	6	-47	-34	-6	-14
CCOC(=O)C1CCN(Cc2ccc(N(C)C)cc2)CC1	3	-4	3	-1	4	5	14	-3	4
O=C(c1ccc(CS(=O)(=O)c2ccc(Br)cc2)o1)N1CCOCC1	45	2	5	5	·	12	9	6	8
CCOC(=O)N1CCN(CC(O)COc2ccccc2C(C)CC)CC1 (centres undefined)	-9	2	4	6	-2	-11	-2	7	-7
CC(=C1C(=O)c2ccccc2C1=O)N1CCc2ccccc2C1	3	-2	-11	2	12	-9	1	-2	-4
Cc1ccc2c(c1)N(Cc1ccncc1)C(=O)C(C)O2 (centres undefined)	7	0	5	2	·	-11	4	1	7
CCOC(=O)N1CCN(S(=O)(=O)c2ccc(C)c(C)c2C)CC1	-1	0	1	8	·	3	4	11	9
CCCn1c(SCC(=O)Nc2ccc3c(c2)OCO3)nc2c1c(=O)n(C)c(=O)n2C	-2	-3	4	-1	2	-1	3	1	5
Cc1[nH]c2ccccc2c(=O)c1CN(C)Cc1ccccc1	-12	2	1	-1	1	13	5	-4	13
CCCOc1ccc2c3c(c(=O)oc2c1)CCCC3	-3	7	5	12	-16	-13	6	6	-1
CC(=O)N1CCN=C1SCc1ccc(Br)cc1	-1	0	4	6	-2	4	0	1	-7
Cc1ccc(OCCNS(=O)(=O)c2cccs2)cc1	1	7	9	5	7	3	-3	6	10
COc1ccc(-n2c(Cc3cccn3C)nnc2SCC(=O)Nc2nccs2)cc1	-2	-2	0	7	-6	7	7	4	8
c1coc(CN=C2NC(=NCc3ccco3)c3ccccc32)c1	-10	4	4	2	-1	-28	2	3	6
CCOC(=O)N1CCC(Nc2c(NCCCN(C)Cc3ccccc3)c(=O)c2=O)CC1	-5	-4	8	5	·	2	1	5	6
COc1cccc(OC)c1C(=O)Nc1ccccc1N1CCCC1	-4	-3	1	8	0	13	4	12	11
Following part.
SMILES	CatS block	JNK3 inh	FXIIa mix inh	ROCK2 inh	CatL inh	C1s inh	FXIa inh mix	PKA inh	Cathepsin G inh
CCC(=O)NC(C)c1nc2ccccc2n1C (centres undefined)	-7	·	2	·	-7	5	4	-5	7
CCOC(=O)c1sc(NS(=O)(=O)c2ccc(NC(C)=O)cc2)nc1C	-18	-4	2	5	2	16	4	11	11
CC1CCCCC1NC(=O)COc1ccc(-n2cnnn2)cc1 (centres undefined)	2	·	3	·	9	15	10	-4	8
CN(C)CC(O)COc1cc2ccccc2cc1C(=O)N1CCCCC1 (centres undefined)	-5	0	4	2	-13	-4	7	5	-1
COC(=O)Cn1nc(-c2ccccc2)c2ccccc2c1=O	7	3	1	3	-1	-4	9	2	-3
O=C(CCNC(=O)c1ccc(Br)o1)NC1CCCC1	7	1	3	6	8	9	12	7	11
O=C(NCN1C(=O)C2C3C=CC(C3)C2C1=O)Nc1ccccn1 (centres undefined)	-7	3	8	3	-6	-25	9	-4	0
Cn1c(=O)c2c(nc(SCc3cccnc3)n2Cc2ccccc2)n(C)c1=O	-2	-2	1	14	-6	-38	2	2	-4
[O-][n+]1c2ccc3nonc3c2nn1-c1ccccc1Cl	36	1	-2	7	9	-1	-3	11	-38
O=C(NC1CCCCC1)C(c1ccco1)N(C(=O)c1csnn1)C1CCCC1 (centres undefined)	4	1	-14	1	-11	-2	-9	-2	9
COc1ccc(C2(C(=O)NCCN3CCOCC3)CCOCC2)cc1	7	-2	1	1	17	-1	14	1	0
O=C(O)C1Nc2c(C(=O)N3CCOCC3)cccc2C2C=CCC12 (centres undefined)	15	11	7	2	-3	-5	5	10	1
Cc1cccn2c(=O)c3cc(C(=O)N4CCCc5ccccc54)n(C)c3nc12	1	1	4	7	10	14	6	7	7
Nc1nncn1C(=O)CCc1ccccc1	1	-3	8	0	0	9	1	4	11
O=C(c1cn(-c2ccccc2)nc1-c1ccc(F)cc1)N1CCOCC1	12	2	3	3	7	-3	-8	5	-1

Structural class: the entries above containing a furan ring, fused or not.
SMILES	CatS block	JNK3 inh	FXIIa mix inh	ROCK2 inh	CatL inh	C1s inh	FXIa inh mix	PKA inh	Cathepsin G inh
CCCCNC(=O)c1ccc2nc(-c3ccco3)c(-c3ccco3)nc2c1	1	-1	-1	-2	21	24	6	4	36
COC(=O)c1oc2ccc(Br)cc2c1NC(=O)CCCN1C(=O)c2ccccc2C1=O	-1	4	-16	3	·	-1	5	2	1
Cn1nc(-c2ccc(N3CCCCC3)c(NC(=O)c3ccco3)c2)c2ccccc2c1=O	-4	-5	4	4	-5	10	6	7	8
O=C(CSc1nc2ccccc2s1)N1CCN(C(=O)c2ccco2)CC1	-2	3	4	3	2	1	4	-2	-6
Cc1cc(C)c2cc(CN(Cc3ccco3)C(=O)NCc3ccccc3)c(=O)[nH]c2c1	-2	10	3	-1	·	2	9	-4	-2
O=C(c1ccccc1)c1ccc(C(=O)N2CCN(c3ccc(F)cc3)CC2)o1	-4	-1	8	5	-4	13	7	16	10
COc1ccc(N2CCN(C(c3ccccc3OC)c3nnnn3Cc3ccco3)CC2)cc1 (centres undefined)	-5	2	3	2	-14	0	5	4	0
O=C(COc1ccccc1)Nc1ccc(-c2nnc(-c3ccco3)o2)cc1	14	1	2	7	-10	-10	5	7	1
O=C(CSc1nnc(-c2ccco2)o1)N1c2ccccc2CCc2ccccc21	0	-1	-9	-2	-1	1	9	-6	3
O=C(COC(=O)c1ccco1)NCC1CCCO1 (centres undefined)	-24	-6	-18	-5	6	-47	-34	-6	-14
O=C(c1ccc(CS(=O)(=O)c2ccc(Br)cc2)o1)N1CCOCC1	45	2	5	5	·	12	9	6	8
c1coc(CN=C2NC(=NCc3ccco3)c3ccccc32)c1	-10	4	4	2	-1	-28	2	3	6
O=C(CCNC(=O)c1ccc(Br)o1)NC1CCCC1	7	1	3	6	8	9	12	7	11
O=C(NC1CCCCC1)C(c1ccco1)N(C(=O)c1csnn1)C1CCCC1 (centres undefined)	4	1	-14	1	-11	-2	-9	-2	9
